Screening results: PubChem BioAssay, several laboratories
HTR5A ag ctr: HTR5A agonism, opioid heterodimer counter-screen; P47898; HTR5A agonist assay, luminescence, cell-based; activation, % at 9.3 µM; 340,000 compounds, 0.61% hits; in the data active = activation mostly above about 9.5%, no sharp cut-off; inactive = mostly below about 7.6%;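 note: 0% = cells with vehicle only and 100% = reference agonist; strong numbers were not always called active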
Arr AP2 block: human beta-arrestin and AP2 interaction inhibition; FITC-arrestin peptide / GST-AP2 beads, flow cytometry; AP2 beta2 appendage carries R879A mutation; inhibition, % at 10 µM; 340,000 compounds, 0.31% hits; AID 504490;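 active = inhibition above a set limit, near 3 SD of compounds lacking own fluorescence, cut at about 54% in these data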;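 note: plate controls were DMSO wells for no effect and 5 µM unlabelled arrestin peptide for full effect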
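Measured by: flow cytometry, FL1 (488/535 nm); Material: AP2 appendage R879A on GSH beads; Evaluation: percent response; Timing: pre-incubation 12 min, peptide binding 1 h, room temperature; Also added: 50 nM FITC-arrestin peptide; Medium: PBS with 0.05% Tween 20 and 0.1% BSA.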
DSG3 Ab inh: blocks pemphigus antibody binding to human desmoglein-3 | P32926 | DSG3-coupled beads, scFv-anti-DSG3-GFP binding, flow cytometry; hits give low values | binding (percent of control), % at 10 µM | 310,000 compounds, 0.48% hits | AID 588358;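 active = binding more than 3 SD below its plate's average and above zero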;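 note: hits lower antibody fragment binding to DSG3; some compounds called inactive have numbers as strong as hits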
DAGLB inh: blocks human DAGLB lipase activity | Q8NCG7 | HEK293T DAGLB membrane lysate, EnzChek fluorogenic substrate | inhibition, % at 5.17 µM | 340,000 compounds, 0.059% hits; in the data active = inhibition above about 34%;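 note: 0% = enzyme with vehicle and 100% = wells lacking enzyme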
Target sequence (Q8NCG7 whole entry, looked up): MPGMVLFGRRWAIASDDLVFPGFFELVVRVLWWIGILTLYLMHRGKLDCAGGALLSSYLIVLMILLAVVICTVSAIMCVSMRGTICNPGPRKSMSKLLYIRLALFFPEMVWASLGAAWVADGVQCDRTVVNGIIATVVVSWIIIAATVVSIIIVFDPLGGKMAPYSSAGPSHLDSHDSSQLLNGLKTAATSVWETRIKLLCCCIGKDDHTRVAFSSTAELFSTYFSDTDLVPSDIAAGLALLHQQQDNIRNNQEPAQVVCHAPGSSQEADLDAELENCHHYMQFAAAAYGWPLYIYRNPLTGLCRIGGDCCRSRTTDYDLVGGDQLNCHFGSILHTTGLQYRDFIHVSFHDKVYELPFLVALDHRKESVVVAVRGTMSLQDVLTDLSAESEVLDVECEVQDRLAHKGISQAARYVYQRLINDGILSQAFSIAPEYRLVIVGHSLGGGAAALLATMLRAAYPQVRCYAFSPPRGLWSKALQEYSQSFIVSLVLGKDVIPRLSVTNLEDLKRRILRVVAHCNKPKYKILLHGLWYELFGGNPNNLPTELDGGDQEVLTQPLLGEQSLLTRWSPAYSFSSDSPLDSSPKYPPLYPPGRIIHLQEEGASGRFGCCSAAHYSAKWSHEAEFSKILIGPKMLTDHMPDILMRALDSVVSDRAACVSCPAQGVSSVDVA
PKA-R1A act: activates the PKA-R1A holoenzyme complex; P00514+P68181; PKA-R1A dissociation, Cy5-IP20 fluorescence polarization; scaled: DMSO 0%, 113 µM cGMP 100%; activation, % at 11.4 µM; 340,000 compounds, 0.083% hits; AID 504707;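 active = percent activation above the mean of all tested compounds plus 3 SD, cut at about 19% in these data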;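 note: higher means more PKAc released from R1A so a rise in polarization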
HTR5A inv ctr: counter-screen for OPRM1-OPRD1 inverse agonists: human HTR5A inverse agonism; 340,000 compounds, 0.083% hits; P47898; HTR5A cell line, luminescence; inhibition, % at 9.3 µM; in the data active = inhibition mostly above about 23%, no sharp cut-off; inactive = mostly below about 18%;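 note: 0% = cells with DMSO and 100% = no-cell wells with DMSO; some compounds called inactive have numbers as strong as hits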
MOR-DOR ag: agonists of human mu-delta opioid receptor heterodimerization; cells, OPRM1-OPRD1 heterodimerization, luminescence; AID 504326; P35372+P41143; activation, % at 9.3 µM; 340,000 compounds, 0.3% hits; in the data active = activation above about 18%;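 note: 0% = vehicle-treated cells and 100% = reference agonist; values of inactives mirror those of a sister screen read the other way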
OPRM1-OPRD1 inv: mu-delta opioid heterodimer inverse agonism; cell-based MOR-DOR heterodimer luminescence; inhibition, % at 9.3 µM; 340,000 compounds, 0.21% hits; in the data active = inhibition above about 22%, passing the limit was not always enough;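 note: 0% = cells with DMSO and 100% = wells without cells with DMSO; values of inactives mirror those of a sister screen read the other way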
V-ATPase pH: yeast V-ATPase proton transport regulation by pHLuorin; S. cerevisiae, pHLuorin cytosolic pH fluorescence; response, % at 10 µM; 350,000 compounds, 0.37% hits; AID 504577; in the data active = response mostly above about 7.3%, no sharp cut-off; inactive = mostly below about 5.4%; note: actives read high; inactives centre near 0; some compounds called inactive have numbers as strong as hits; reference of the scale not given here
PKA-R2B activ: activates the human PKA-R2B holoenzyme complex | PKA-R2B holoenzyme dissociation, Cy5-IP20 fluorescence polarization; R2B truncated from residue 108, S112A mutant; 0% DMSO only, 100% 113 µM cGMP | activation, % at 11.4 µM | 340,000 compounds, 0.079% hits;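 active = activation above a cutoff set at the mean over all compounds plus 3 SD, cut at about 18% in these data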;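 note: higher means more holoenzyme dissociation and a rise in polarization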
Target sequence (P31323 whole entry, looked up, other chains not shown, the tested form may be a part): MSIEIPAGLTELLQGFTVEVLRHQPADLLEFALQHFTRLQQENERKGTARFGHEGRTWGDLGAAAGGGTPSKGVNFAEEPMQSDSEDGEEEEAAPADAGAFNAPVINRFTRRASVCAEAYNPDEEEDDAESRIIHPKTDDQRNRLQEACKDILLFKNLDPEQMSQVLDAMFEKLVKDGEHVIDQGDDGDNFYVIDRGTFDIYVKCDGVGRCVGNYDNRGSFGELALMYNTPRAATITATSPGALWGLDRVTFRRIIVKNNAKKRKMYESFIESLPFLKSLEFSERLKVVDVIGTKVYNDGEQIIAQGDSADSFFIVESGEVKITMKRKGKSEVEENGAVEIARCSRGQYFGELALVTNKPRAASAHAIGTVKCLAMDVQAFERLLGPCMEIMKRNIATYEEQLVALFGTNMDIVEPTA
Numbers without * were called inactive; nt = no result given.

The line under a structure holds: HTR5A ag ctr | Arr AP2 block | DSG3 Ab inh | DAGLB inh | PKA-R1A act | HTR5A inv ctr | MOR-DOR ag | OPRM1-OPRD1 inv | V-ATPase pH | PKA-R2B activ
> CCc1c(C)nc2ncnn2c1N1CCC(C(=O)N2CCN(c3ccc(F)cc3)CC2)CC1
  8 | -11 | 99 | 3 | -6 | -23 | -0.1 | 1 | 0 | 3
> COc1ccc2nc(SCC(N)=O)cc(C)c2c1
  7 | 8 | 98 | -2 | -10 | -17 | -1.8 | 9 | -3 | -2
> CCCCc1cc(=O)oc2cc(OCC(=O)NC(Cc3c[nH]c4ccc(O)cc34)C(=O)O)ccc12 (configuration not stated)
  1 | 2 | 90 | 0 | -4 | -8 | -3.3 | 18 | -2 | 9
> CCN(CC)C(=O)C1=C(C)N(Cc2ccc(OC)cc2)C(=O)C(CC(=O)NCc2ccco2)C1 (configuration not stated)
  nt | nt | 105 | -3 | -5 | nt | nt | nt | 2 | 2
> C[C@H](NS(=O)(=O)c1ccc(Cl)cc1)C(=O)OCC(=O)NC(=O)Nc1ccc2c(c1)OCCO2
  2 | -11 | 94 | -2 | 8 | 7 | 0.8 | -4 | 1 | -16
> Cc1c(NC2=CC(=O)CCC2)c(=O)n(-c2ccccc2)n1C
  -2 | -2 | 97 | 3 | -1 | 5 | -1.6 | 9 | 0 | -5
> CCOc1ccccc1CNCCNC(=O)c1nonc1N
  0 | 22 | 96 | -1 | -3 | -1 | -3.5 | 19 | 4 | -3
> Cc1ccc(C(=O)Nc2ccc(C(=O)O)cc2)cc1S(=O)(=O)NCc1ccccc1
  -3 | -4 | 86 | 1 | -4 | 6 | -0.9 | 6 | 0 | 4
> Cc1ccc(S(=O)(=O)NCCC(=O)NC2CC2)cc1
  1 | 39 | nt | -1 | 8 | -2 | -0.1 | 0 | -3 | 1
> O=C1Nc2ccccc2N(O)N1c1ccc(Cl)c(Cl)c1
  3 | 2 | 103 | 4 | -7 | -8 | -1.9 | 11 | -2 | -10

The line under a structure holds: HTR5A ag ctr | Arr AP2 block | DSG3 Ab inh | DAGLB inh | PKA-R1A act | HTR5A inv ctr | MOR-DOR ag | OPRM1-OPRD1 inv | V-ATPase pH | PKA-R2B activ
> CCOC(=O)N1CCN(C(=O)CNS(=O)(=O)c2cccs2)CC1
  -1 | 6 | 97 | 2 | -1 | 3 | -0.3 | 2 | -1 | -1
> CCNC(=O)N(CC)C[C@H]1N[C@@](C)(C(=O)OC)[C@H]2C(=O)N(Cc3ccccc3)C(=O)[C@@H]12
  3 | -7 | 95 | 5 | -7 | -11 | -3.2 | 15 | -3 | 4
> CC(C)CN(C(=O)Cn1ccccc1=O)C1CCS(=O)(=O)C1 (configuration not stated)
  0 | -6 | 108 | 0 | -16 | 1 | -3.2 | 13 | -1 | 10
> CSc1ccc(CN(C)C(=O)c2cc3ccccc3o2)cc1
  4 | 15 | nt | -18 | -4 | -12 | 0.0 | 0 | -3 | -17
> Cc1ccc(/C=N/NC(=O)C(=O)N/N=C/c2ccc(C)o2)o1
  4 | 48 | 97 | 2 | 4 | -7 | -1.4 | 7 | 2 | -1
> COc1cc2c(cc1OC)CN(C(=O)c1sc(-c3cnccn3)nc1C)CC2
  -5 | 4 | nt | 0 | -1 | -1 | -2.9 | 15 | -1 | 2
> COC(=O)c1sc2cc(=O)n(-c3cccc(C(F)(F)F)c3)nc2c1O
  3 | -5 | 106 | 0 | 10 | -9 | -1.4 | 8 | 2 | -8
> Cc1c(C(=O)OCCOc2ccc(Br)cc2)sc(=S)n1C
  -3 | -3 | 102 | -8 | -2 | -1 | -0.4 | 3 | -2 | -19
> O=C(CN1C(=O)NC2(CCCC2)C1=O)Nc1ccc(S(=O)(=O)N2CCOCC2)cc1
  -4 | -2 | 94 | -1 | -11 | 9 | -2.4 | 12 | -1 | 0
> Cc1c(NC(=O)c2cc(=O)[nH]c(=O)[nH]2)c(=O)n(-c2ccccc2)n1C
  -4 | 3 | 107 | -3 | 3 | -5 | -2.9 | 16 | 0 | -2

The line under a structure holds: HTR5A ag ctr | Arr AP2 block | DSG3 Ab inh | DAGLB inh | PKA-R1A act | HTR5A inv ctr | MOR-DOR ag | OPRM1-OPRD1 inv | V-ATPase pH | PKA-R2B activ
> COc1ccc2oc3ccccc3c(=O)c2c1
  -8 | 19 | 100 | -7 | -2 | -22 | -0.4 | 2 | 0 | -10
> COc1ccc2c(c1)Cc1c-2cc(Br)c(N)c1Br
  nt | nt | 103 | -5 | -4 | nt | nt | nt | -1 | 6
> Cc1cc(N2CCN(C)CC2)ccc1NC(=O)c1c2c(nc3ccccc13)CCN(Cc1ccccc1)C2
  6 | 13 | 100 | 0 | -14 | 10 | 7.2 | -39 | 0 | -1
> Cc1ccc(NC(=O)C(C)Sc2nc(=O)cc(N)n2-c2ccccc2)cc1 (configuration not stated)
  5 | 8 | 97 | 1 | 1 | -17 | -0.3 | 2 | 2 | 2
> COC(=O)c1c(CSc2ccc(C)c(C)c2)noc1C(=O)NCc1ccc(OC)cc1
  3 | 5 | 110 | -17 | -16 | -9 | -0.4 | 2 | 3 | -14
> O=C(CN1CCN(C(=O)c2ccccc2Cl)CC1)Nc1cccc(S(=O)(=O)N2CCCC2)c1
  1 | 0 | 100 | 1 | 7 | 3 | -1.6 | 6 | -4 | -4
> COc1ccc(S(=O)(=O)N(CC(=O)Nc2cc(C)on2)Cc2ccccc2)cc1
  -1 | 6 | 106 | -3 | -11 | 3 | 0.3 | -2 | 3 | 4
> Cc1ccc(S(=O)(=O)N(C)C)cc1NC(=O)CSc1nc2ncc(Cl)cc2[nH]1
  5 | -9 | 84 | 0 | 13 | -14 | 0.6 | -4 | 2 | 4
> O=C(NCc1ccccc1)c1cc(=O)[nH]c2ccccc12
  -6 | 16 | 88 | 0 | -11 | 8 | -2.8 | 14 | -1 | -2
> CCCCN(C)C(=O)CC(NS(=O)(=O)c1ccc(NC(C)=O)cc1)C(C)C (configuration not stated)
  0 | 24 | 97 | -1 | 1 | 0 | 0.5 | -2 | 4 | -2

The line under a structure holds: HTR5A ag ctr | Arr AP2 block | DSG3 Ab inh | DAGLB inh | PKA-R1A act | HTR5A inv ctr | MOR-DOR ag | OPRM1-OPRD1 inv | V-ATPase pH | PKA-R2B activ
> O=S(=O)(c1ccc(SCCOc2ccc(Br)cc2)nc1)N1CCCC1
  1 | 32 | 104 | -12 | -7 | -13 | 0.3 | -1 | 0 | 11
> CC(=O)Nc1ccc(NC(=O)Nc2cccc(C)c2C)cc1
  -1 | 10 | 99 | 0 | -10 | 4 | -0.6 | 4 | -4 | -1
> COc1ccccc1Nc1nc(N)nc(CSC(=S)N2CCN(c3ccccc3)CC2)n1
  1 | 23 | 101 | -5 | -11 | -3 | 0.3 | -1 | 0 | -1
> CCc1nnc(NC(=O)CSc2nnc3c(n2)[nH]c2ccccc23)s1
  -2 | 2 | 32* | -1 | -8 | 4 | -0.7 | 4 | 0 | 2
> CC(OC(=O)CC1CC2CCC1C2)C(=O)Nc1ccc(C(N)=O)cc1 (configuration not stated)
  0 | 31 | 98 | 1 | 0 | -1 | -1.5 | 8 | 0 | -17
> C=CCOc1cccc(C2C(C(=O)c3ccco3)=C(O)C(=O)N2CCN2CCOCC2)c1 (configuration not stated)
  1 | -7 | 104 | -3 | -4 | -5 | -1.1 | 6 | 0 | 5
> O=C1NCCN(Cc2ccc(-c3ccccc3)cc2)C1CC(=O)N1CCN(CCO)CC1 (configuration not stated)
  2 | -2 | 107 | 2 | 0 | -7 | -1.1 | 6 | -1 | 3
> O[C@H]1CN(Cc2cccs2)[C@@H](c2ccc(Cl)cc2)C[C@@H]1n1cc(C2CC2)nn1
  nt | nt | nt | -1 | -7 | nt | nt | nt | 2 | 7
> O=C1CCC(C(=O)N2CCN(c3cnccn3)CC2)CN1CCc1cccc(F)c1 (configuration not stated)
  2 | -3 | 108 | 0 | -6 | -4 | -6.9 | 23 | 2 | 3
> CCn1c(C(O)c2cc(OC)ccc2OC)nc2ccccc21 (configuration not stated)
  0 | -13 | 99 | -4 | -11 | 2 | -2.3 | 11 | -2 | -4

The line under a structure holds: HTR5A ag ctr | Arr AP2 block | DSG3 Ab inh | DAGLB inh | PKA-R1A act | HTR5A inv ctr | MOR-DOR ag | OPRM1-OPRD1 inv | V-ATPase pH | PKA-R2B activ
> NC(=O)[C@@H]1CC2(CC(c3cccc(NC(=O)[C@H]4CCC(=O)N4)c3)=NO2)CN1C(=O)c1ccc(Cl)cc1 (some centres not stated)
  -3 | -1 | 109 | 1 | 2 | 7 | 0.2 | -1 | 4 | 2
> Cc1cc(S(=O)(=O)NCCN(C)C)c(C)s1
  1 | 9 | 99 | 0 | 2 | -2 | -1.3 | 6 | -1 | 8
> CC1(C)OC(=O)N(c2ccccn2)C1(C)O (configuration not stated)
  -7 | -4 | 105 | 3 | -4 | 17 | -2.9 | 16 | -1 | 2
> CC(=O)Nc1ccc(S(=O)(=O)N2CCN=C2c2ccccc2)cc1
  0 | -12 | 115 | -1 | -1 | 13 | -5.9 | 19 | -1 | -2
> CCC(=O)Nc1ccc(Oc2ccc3c(c2)C(=O)NC3=O)cc1
  8 | 9 | 100 | -1 | 5 | -12 | -2.6 | 15 | 1 | -3
> COc1ccccc1NS(=O)(=O)c1ccc(C(=O)NCC(c2ccco2)N(C)C)cc1 (configuration not stated)
  7 | 0 | nt | 0 | 9 | -18 | -1.1 | 5 | -2 | -5
> O=C(Nc1ccc(F)c(Cl)c1)NC1CC1
  -1 | 1 | 92 | -1 | -10 | 1 | -1.7 | 11 | -2 | -1
> COc1ccc(N2CCN(C(=O)c3cccc(N4C(=O)C5C6C=CC(C6)C5C4=O)c3)CC2)cc1 (configuration not stated)
  0 | 10 | 102 | 1 | 1 | 13 | 0.3 | -1 | 5 | 6
> Cc1c(CCC(=O)O)c(=O)oc2cc3occ(-c4ccc(F)cc4)c3cc12
  3 | 12 | 80 | -5 | -1 | -15 | -1.0 | 5 | 6 | -6
> CC(Sc1nnnn1-c1ccccc1)C(=O)Nc1ccccc1-c1ccccc1 (configuration not stated)
  -1 | 11 | nt | -3 | -4 | -24 | -1.5 | 8 | -4 | 2
> COc1ccc(OCCNc2cc(N3CCOCC3)ccc2[N+](=O)[O-])cc1
  -4 | 5 | 103 | 0 | 6 | -4 | -2.9 | 15 | -1 | -9
> O=C(O)CCSc1ccccn1
  -3 | 43 | 102 | -6 | 3 | 7 | -1.0 | 6 | -4 | 0
> CCc1ccc(/C=C/C(=O)c2ccc(S(=O)(=O)N(C)C)cc2)cc1
  1 | 5 | 107 | 2 | -9 | -4 | 2.0 | -11 | 6 | -4

Looked up by compound from above (two):
The line under a structure holds: HTR5A ag ctr | Arr AP2 block | DSG3 Ab inh | DAGLB inh | PKA-R1A act | HTR5A inv ctr | MOR-DOR ag | OPRM1-OPRD1 inv | V-ATPase pH | PKA-R2B activ
> Cc1ccc(NC(=O)C(C)Sc2nc(=O)cc(N)n2-c2ccccc2)cc1 (configuration not stated)
  5 | 8 | 97 | 1 | 1 | -17 | -0.3 | 2 | 2 | 2
> CCOc1ccccc1CNCCNC(=O)c1nonc1N
  0 | 22 | 96 | -1 | -3 | -1 | -3.5 | 19 | 4 | -3
